Screens: PubChem BioAssay, several laboratories
KCNQ1 block: blocks the human KCNQ1 potassium channel; P51787; CHO-K1 KCNQ1, FluxOR thallium flux fluorescence; stronger effect = higher value; B-score at 10 µM; 310,000 compounds, 1.3% hits;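 active = compounds whose thallium flux B-score, printed positive for inhibition, exceeds three library SD while starting fluorescence stays within three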;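 also: channel opened by potassium depolarization with thallium stimulus after 20 min compound exposure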
Target sequence (P51787 whole entry, looked up): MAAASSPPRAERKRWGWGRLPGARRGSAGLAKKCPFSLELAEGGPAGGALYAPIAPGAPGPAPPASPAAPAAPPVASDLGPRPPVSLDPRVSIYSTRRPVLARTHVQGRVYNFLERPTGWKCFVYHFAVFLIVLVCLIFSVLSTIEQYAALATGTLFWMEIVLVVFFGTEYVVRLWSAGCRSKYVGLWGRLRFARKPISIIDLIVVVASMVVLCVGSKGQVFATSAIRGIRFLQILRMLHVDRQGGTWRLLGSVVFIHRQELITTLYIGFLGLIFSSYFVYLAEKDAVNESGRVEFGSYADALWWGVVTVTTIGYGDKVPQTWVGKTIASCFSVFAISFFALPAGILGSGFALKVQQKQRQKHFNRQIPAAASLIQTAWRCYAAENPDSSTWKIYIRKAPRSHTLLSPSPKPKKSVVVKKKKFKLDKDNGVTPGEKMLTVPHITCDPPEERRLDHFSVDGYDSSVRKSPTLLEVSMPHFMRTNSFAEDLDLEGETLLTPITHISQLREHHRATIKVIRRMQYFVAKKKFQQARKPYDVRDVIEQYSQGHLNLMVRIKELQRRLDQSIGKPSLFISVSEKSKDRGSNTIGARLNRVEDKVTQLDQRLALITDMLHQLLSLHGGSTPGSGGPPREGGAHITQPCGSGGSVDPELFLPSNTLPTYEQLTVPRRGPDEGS
KCNK3 inh: human KCNK3 channel inhibition, primary screen; O14649; CHO-KCNK3 thallium flux, FluxOR fluorescence; stronger effect = lower value; B-score at 10 µM; 340,000 compounds, 0.84% hits; AID 602410;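 active = B-score under library mean minus 4 SD, starting fluorescence ratio at most library mean plus 5 SD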;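 also: more negative B-score means stronger inhibition of thallium flux through KCNK3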
PolyA inhibitor: blocks polyadenylation in yeast reporter cells | 300,000 compounds, 0.02% hits | calls only at 12 µM | S. cerevisiae SKY197-pL101 polyadenylation reporter, beta-gal luminescence; efflux-impaired pdr1/pdr3 knockout yeast; score 100 = 6 SD above DMSO;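 active = lowest replicate activity score at least 50, where 100 means six control SD above control mean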;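 also: yeast exposed to compound for 9 h at 30 °C; higher score means more reporter readthrough which indicates perturbed polyadenylation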
Dyrk1A ADPGlo: inhibitors of rat Dyrk1A kinase. inhibition, % at 12.5 µM. AID 504441. 310,000 compounds, 0.43% hits. Q63470. ADP-Glo luminescence, NFATc1 peptide; in the data active = inhibition above about 50%;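 also: plate controls were vehicle with enzyme for no effect and no enzyme for full effect; many of its hits are not listed in these tables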
GSK3A inh: human GSK-3 alpha kinase inhibition; inhibition, % at 10 µM; 320,000 compounds, 0.1% hits; ADP-Glo luminescence, 60 min;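 in the data active = inhibition above about 50%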;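 also: GST-tagged GSK-3 alpha with peptide substrate and 25 µM ATP; 0% = DMSO neutral wells and 100% = GW8510 positive control wells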
KCNK9 block: human KCNK9 channel inhibition; Q9NPC2; HEK293 KCNK9, FluxOR thallium flux fluorescence; stronger effect = lower value; B-score at 10 µM; 310,000 compounds, 1.2% hits; AID 488922;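 active = ratio B-score over 3 SD below the library mean, with starting fluorescence within 5 SD of its mean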;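 also: negative B-score means less thallium flux so channel inhibition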
RGS4 act: RGS4 potentiation or activation | HEK293 M3R/inducible RGS4, carbachol calcium flux Fluo4; stronger effect = lower value | B-score at 10 µM | 310,000 compounds, 0.92% hits;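 active = B-score of the integrated calcium signal more than 4 SD below the library mean, with starting fluorescence not abnormally high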;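 also: negative B-score means reduced calcium response which marks RGS4 activation or potentiation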
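System: HEK293 FlpIn-TREx cells, stable M3R, doxycycline-inducible RGS4. Timing: overnight RGS4 induction, 30 min dye load 37 °C, 20 min compound RT. Also added: carbachol, ECmax concentration. Measured by: Fluo4 fluorescence kinetic imaging of calcium. Evaluation: integrated calcium ratio converted to B score.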
HDAC3 inh: human HDAC3 inhibition | AID 2718 | recombinant HDAC3, fluorogenic peptide/trypsin coupled, fluorescence | 320,000 compounds, 0.15% hits | inhibition, % at 8.3 µM; in the data active = inhibition above about 26%, passing the limit was not always enough
GSK3beta inhib: blocks human GSK3beta kinase activity | activity score (negative = inhibition), % at 10 µM | P49841 | 300,000 compounds, 0.038% hits | GST-GSK3beta kinase, ADP-Glo luminescence, 60 min; stronger effect = lower value;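 active = more than half of replicate wells score below -50%, meaning over 50% inhibition versus plate controls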;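 also: 0% = median DMSO wells and -100% = median GW8510 positive control wells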
Target sequence (P49841 whole entry, looked up): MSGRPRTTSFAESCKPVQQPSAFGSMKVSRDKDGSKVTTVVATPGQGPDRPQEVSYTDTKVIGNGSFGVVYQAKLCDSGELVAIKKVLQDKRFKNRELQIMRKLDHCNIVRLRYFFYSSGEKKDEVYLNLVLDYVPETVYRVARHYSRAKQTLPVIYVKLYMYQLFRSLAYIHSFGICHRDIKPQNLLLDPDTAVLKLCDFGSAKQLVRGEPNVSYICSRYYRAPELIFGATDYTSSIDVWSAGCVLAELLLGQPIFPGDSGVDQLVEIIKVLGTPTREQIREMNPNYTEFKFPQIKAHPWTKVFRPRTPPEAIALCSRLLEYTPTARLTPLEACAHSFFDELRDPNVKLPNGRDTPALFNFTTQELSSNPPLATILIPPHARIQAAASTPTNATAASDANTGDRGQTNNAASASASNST
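test system = GST-tagged human GSK3beta kinase, cell-free | reagent = 25 µM ATP with peptide substrate | dosing = one dose of 10 µM per compound | schedule = 60 min reaction, RT | detection = luminescent ADP-Glo measurement of ADP formed | control set = DMSO neutral wells and GW8510 at 20 µM as positive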
KCNQ1 pot: human KCNQ1 channel potentiation or activation; P51787; CHO-K1 KCNQ1, thallium flux FluxOR fluorescence; stronger effect = higher value; B-score at 10 µM; 310,000 compounds, 0.35% hits;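 active = fluorescence ratio B-score, a plate-corrected score, at least three library SD, with initial intensity B-score within 5 SD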
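Medium – assay buffer, equal DMSO in all wells · Material – CHO-K1 cell line with stable KCNQ1 potassium channel expression · Signal – kinetic FluxOR thallium fluorescence, 10-s 1-Hz baseline, 110-s post-stimulus read · Compound – single concentration per compound, DMSO matched to controls · Schedule – 37 °C overnight plating, 90-min dark dye load, 20-min compound pretreatment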
hERG protect: shields human hERG channel from block by proarrhythmic agents; CHO-hERG, FluxOR thallium flux, dofetilide IC70 present; Q12809; activation (rescue from dofetilide block), less the hit threshold, % at 10 µM; AID 1511; 310,000 compounds, 0.51% hits;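 active = activation above the mean of controls blocked by dofetilide plus 5 SD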;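 also: thallium influx through hERG after potassium depolarization seen as dye fluorescence rise; in these data hits start at about 4.7%; inactives centre near -7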
* hit, by the source's call; i = inactive; . = not tested or not shown. This is a subset, so the mix of outcomes need not match the whole.

Start of the listing, in advance (three entries):
SMILES | KCNQ1 block | KCNK3 inh | PolyA inhibitor | Dyrk1A ADPGlo | GSK3A inh | KCNK9 block | RGS4 act | HDAC3 inh | GSK3beta inhib | KCNQ1 pot | hERG protect
O=c1oc2ccccc2cc1-c1ccc(O)cc1O | i | i | i | 15 | 9 | i | i | -4 | -2 | i | -6
CNc1nc(C)c(C(=O)OCC(=O)OC)s1 | i | i | i | -2 | -1 | i | i | 6 | 2 | i | -4
Nc1nc(CN2CCCCCC2)nc(Nc2ccc(F)cc2)n1 | i | i | i | 4 | 0 | i | i | -2 | -1 | i | -6

This part in full, previewed entries included:
SMILES | KCNQ1 block | KCNK3 inh | PolyA inhibitor | Dyrk1A ADPGlo | GSK3A inh | KCNK9 block | RGS4 act | HDAC3 inh | GSK3beta inhib | KCNQ1 pot | hERG protect
O=c1oc2ccccc2cc1-c1ccc(O)cc1O | i | i | i | 15 | 9 | i | i | -4 | -2 | i | -6
CNc1nc(C)c(C(=O)OCC(=O)OC)s1 | i | i | i | -2 | -1 | i | i | 6 | 2 | i | -4
Nc1nc(CN2CCCCCC2)nc(Nc2ccc(F)cc2)n1 | i | i | i | 4 | 0 | i | i | -2 | -1 | i | -6
CC(=O)N/C(=C\c1ccccc1)C(=O)OCCCOC(=O)/C(=C/c1ccccc1)NC(C)=O | i | i | i | 5 | -3 | i | i | 12 | -1 | i | -8
COc1ccccc1-c1c(C)nn2c(N3CCN(c4ccccc4OC)CC3)cc(C)nc12 | i | i | i | 4 | 0 | i | i | 5 | 2 | i | -17
Cc1ccc(CN(C)C(=O)c2ccccc2Sc2ccccc2C#N)cc1 | i | i | i | 0 | -1 | i | i | 10 | -2 | i | -14
CC1CCN(Cc2nc(-c3ccc(Cl)cc3)no2)CC1 | i | i | i | -2 | -3 | i | i | 4 | 0 | i | -12
CCCCN1C=C(C(=O)OC)C(c2ccccc2C(F)(F)F)C(C(=O)OC)=C1 | i | i | i | -3 | 8 | i | i | -4 | 1 | i | -8
COc1ccc(S(=O)(=O)n2nc(OC(C)=O)cc2N)cc1 | i | i | i | -3 | -5 | i | i | 2 | 6 | i | -7
COc1ccc(S(=O)(=O)N2CCCCC2)cc1NS(=O)(=O)c1cc(Cl)ccc1Cl | i | i | i | 0 | -2 | i | i | 4 | 3 | i | -4
CC1(C)Cc2cccc(OCC(=O)N3CCN(c4cccc(C(F)(F)F)c4)CC3)c2O1 | i | i | i | 1 | 2 | i | i | 11 | 4 | i | -16
Cc1cc(C)n2nc(C(=O)NC(C)(C)C)nc2n1 | i | i | i | 2 | -1 | i | i | 3 | 2 | i | -9
CC(C)S(=O)(=O)c1cnc(-c2cccnc2)nc1N | i | i | i | 9 | -7 | i | i | 4 | 0 | i | -6
COc1ccc(N2C(=O)c3ccccc3NC2c2ccc(NC(C)=O)cc2)c(OC)c1 (centres undefined) | i | i | i | 2 | 2 | i | i | -19 | -4 | i | -9
Cc1ccc(CNC(=O)Nc2ccccc2)n1C | i | i | i | -1 | -2 | i | i | -2 | 3 | i | -1
CSc1ccc(CN(C)C(C)C(=O)NCC2CCCCC2)cc1 (centres undefined) | 6* | -9.4* | i | -6 | -3 | i | i | 2 | 2 | i | -7
CCOC(=O)c1cc(Sc2ccccc2N)cc(C(=O)OCC)n1 | i | i | i | -5 | -2 | i | i | -4 | -1 | i | -4
Cc1ccc(C(=O)Nc2ccccc2N2CCCCC2)o1 | i | i | i | -5 | 1 | i | i | 6 | 0 | i | -11
CC(=O)Nc1ccc(NC(=O)C(C)OC(=O)CCc2nc3ccccc3s2)cc1 (centres undefined) | i | i | i | . | -2 | i | i | -8 | 3 | i | 0
C=CCSc1nc(N)c(C(=O)Nc2ccccc2C)cc1C(N)=O | i | i | i | 12 | 0 | i | i | 5 | 4 | i | -1
O=C(COC(=O)C1CC2C=CC1C2)NCc1ccccc1Cl (centres undefined) | i | i | i | 2 | 0 | i | i | 2 | -2 | i | -3
Brc1ccsc1-c1csc(-c2ccncc2)n1 | i | i | i | 0 | 1 | i | i | 3 | 2 | i | -3
COCCn1c(SCC(=O)N2CCOCC2)nnc1-c1ccco1 | i | i | i | -7 | 4 | i | i | 7 | 0 | i | -2
O=C(c1coc(=O)c(Br)c1)N1CCOCC1 | i | i | i | 2 | . | i | i | . | 0 | i | -3
COCCCN(CC(=O)NCc1ccccc1)S(=O)(=O)c1ccc(C)cc1 | i | i | i | 0 | -4 | i | i | -11 | 4 | i | -7
COc1ccc(OC)c(-c2csc(NC(=O)Cn3[nH]c(=O)c4ccccc4c3=O)n2)c1 | i | i | i | -3 | -3 | i | i | -5 | -2 | i | -18
COc1ccc(NC(=O)c2cc(C(C)C)on2)cc1OC | i | i | . | 4 | 0 | i | i | 6 | 5 | i | -8
CC(C)COC(=O)NCCCOC(=O)Nc1ccccc1 | i | i | i | 2 | 9 | i | i | 0 | -1 | i | -7
CC(C)C[C@H](NC(=O)Nc1cccc(Cl)c1)C(=O)O | i | i | i | -3 | 2 | i | i | 7 | 6 | i | -6
COc1ccc(Oc2ccc(NC(=O)c3ccccc3C)cc2)cc1 | i | i | i | -2 | -1 | i | i | 3 | 1 | i | -12
CCOc1ccc(Nc2nc(N3CCOCC3)nc(N3CCOCC3)n2)cc1 | i | i | i | 0 | 1 | i | i | -2 | -3 | i | -12
CCC(C)(C(=O)NC1CCCCC1)N(Cc1cccs1)C(=O)c1ccccn1 (centres undefined) | i | i | i | -3 | -4 | i | i | 4 | 0 | i | -8
O=C1CN(C(=O)COc2cccc(F)c2)c2ccccc2N1 | i | . | i | . | -3 | i | i | 0 | -1 | i | -10
CCCc1cnc(N2CCN(C(=O)c3ccc(OC)cc3)CC2)nc1 | i | i | i | -7 | -1 | i | i | -1 | 2 | i | -4
COc1ccc(-c2cc(C(=O)OCC(=O)N(C)C)c3ccccc3n2)cc1 | i | i | i | 6 | 0 | i | i | 2 | 2 | i | -14
N#Cc1nc(-c2ccc(OCc3ccccc3)cc2)oc1N1CCOCC1 | i | i | i | -2 | 0 | i | i | -9 | -2 | i | -7
Cc1nn(C)c(Cl)c1/C=N/OC(=O)c1ccc(F)cc1 | i | i | i | -6 | -4 | i | i | 5 | 1 | i | -4
CCOC(=O)COc1cc2c(C(=O)OCC)c(C)oc2cc1Br | i | i | i | -3 | 3 | i | i | 0 | 0 | i | 1
Cc1ccc(C)c(N(CC(=O)NCc2ccco2)C(=O)CCC(=O)Nc2nccs2)c1 | i | i | i | 1 | 3 | i | i | 1 | . | i | -11
CCOc1ccc(N(Cc2cc3ccc(C)cc3[nH]c2=O)S(=O)(=O)c2ccccc2)cc1 | i | i | i | -1 | . | i | i | 17 | -1 | i | -6
CN(C)S(=O)(=O)c1ccc(Cl)c(NC(=O)CSc2nc3c(cc2C#N)C(=O)CCC3)c1 | i | i | i | 7 | 0 | i | i | -1 | 1 | i | -5
O=C(Cn1cc2c(n1)CCCCC2)NCCN1CCOCC1 | i | i | i | -3 | . | i | i | -1 | -2 | i | 1
CCOc1ccc2c(C)c(C)c(=O)oc2c1OCC | i | i | i | 3 | 1 | i | i | -2 | 4 | i | -11
O=C1C=CC(O)(c2cc(=O)c3c(O)cc(O)cc3o2)C=C1 | i | i | i | 51* | 26 | i | i | -5 | -1 | i | -12
COc1ccccc1COC(=O)N/C=C/c1ccco1 | i | i | i | 5 | -2 | i | i | 1 | 0 | i | -8
CC(C)N(Cc1cc2ccccc2[nH]c1=O)C(=O)C1CCCCC1 | i | i | i | 15 | -2 | i | i | 5 | -2 | i | -7
O=C1c2ccccc2-c2nc3ncnn3c(-c3ccccc3Cl)c21 | i | i | i | 36 | -3 | i | i | -3 | 0 | i | -9
O=C(O)CC1SC(=Nc2cccc(O)c2)NC1=O (centres undefined) | i | i | i | 0 | 0 | i | i | -1 | 1 | i | 0
CCCn1c(=O)[nH]c(=O)c2c1nc(-c1ccccc1OC(F)F)n2CCOC | i | i | i | 0 | 7 | i | i | -10 | -3 | i | -11
CC(C)(CNC(=O)COc1ccccc1Cc1ccccc1)N1CCOCC1 | i | i | i | 10 | 4 | i | i | -3 | 3 | i | -19
O=C(CSc1ccccn1)Nc1ccc(Br)cn1 | i | i | i | 9 | -2 | i | i | 0 | 0 | i | -4
CCOC(=O)c1ccc(NC(=O)c2nc[nH]c2C(=O)NCc2ccccc2)cc1 | i | i | i | -1 | -2 | i | i | -6 | 5 | i | -14
CCCOC1CCCN(C(=O)CCc2nnc(-c3ccc4c(c3)OCO4)o2)C1 (centres undefined) | i | i | i | 17 | 7 | i | i | -3 | -8 | i | -9
COc1ccc(Cn2c(C3CC3)nc3ccc(NC(=O)c4cccnc4)cc3c2=O)cc1 | i | i | i | -2 | -5 | i | i | 1 | 1 | i | -9
O=C(N/N=C/c1cc(Br)c(Br)o1)c1ccc2c(c1)OCCO2 | i | i | i | 18 | 2 | i | i | 4 | 2 | i | -16
Cc1cc(N)n2nc(-c3ccccc3)cc2n1 | i | i | i | 4 | 4 | i | i | -6 | -5 | i | -6
COc1ccc(C(=O)CC2OC(=O)c3ccccc32)cc1OC (centres undefined) | i | i | . | 5 | 0 | i | i | 6 | 1 | i | -4
Cc1ccccc1OCC(O)Cn1c(=N)n(Cc2ccccc2)c2ccccc21 (centres undefined) | 12* | -12* | i | -2 | 12 | i | i | -1 | -7 | i | -26
COC(=O)[C@H](C)NC(=O)NC(C)CCc1ccccc1 (some centres undefined) | i | i | i | -2 | -3 | i | i | 2 | -2 | i | -12
CCOC(=O)C(Cc1ccccc1)C(=O)Nc1cccc(C)c1 (centres undefined) | i | i | i | -4 | 2 | i | i | 0 | 0 | i | -15
Further entries follow.
SMILES | KCNQ1 block | KCNK3 inh | PolyA inhibitor | Dyrk1A ADPGlo | GSK3A inh | KCNK9 block | RGS4 act | HDAC3 inh | GSK3beta inhib | KCNQ1 pot | hERG protect
CCc1nnc2n1N=C(c1ccccc1)CS2 | i | i | i | 1 | 1 | i | i | 9 | 2 | i | -11
Cc1ccc(-n2c(-c3cccs3)nc3nc4ccccc4nc32)cc1 | i | . | i | . | 0 | i | i | -35 | 2 | i | -14
Clc1ccc(-n2nnnc2-c2cnc3ccc(Cl)cc3c2-c2ccccc2)cc1 | i | i | i | . | -1 | i | i | -3 | 2 | i | -4
O=C(Nc1nc(-c2ccco2)cs1)c1ccccc1 | i | i | i | 3 | -5 | i | i | 10 | 6 | i | -17
